Myeloid diff MLP: compounds promoting myeloid differentiation. ER-HoxA9 myeloid progenitors, lysozyme-GFP differentiation, flow cytometry. calls only at 10 µM. 360,000 compounds, 1% hits. AID 624256;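 active means normalized GFP-positive differentiation at or above the plate's own cutoff, the solvent-only control mean plus 3 SD; inconclusive means no clear call, values can overlap the other calls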;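 further: cells exposed to compound for four days before flow analysis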
Myeloid diff MLP GFP+ MAC1+ %: also measured in Myeloid diff MLP; calls as there; GFP+ MAC1+ double positive, %; measured here: differentiation confirmed by MAC1 staining
Active calls of the source: *; i = inactive; u = inconclusive; x = not tested or not shown; + = active, no number. A portion of the library; count on the stated rates, not on these rows.

Structure	Myeloid diff MLP	Myeloid diff MLP GFP+ MAC1+ %
CCCN1C(=O)CC(c2ccc(OC)c(OC)c2)C1=O (stereo not given)	i	0.6
CCCCN(C(=O)c1cc(-c2ccc(F)cc2)nc2ccccc12)c1c(N)n(CCCC)c(=O)[nH]c1=O	i	0.7
O=C(CNC(=O)OCc1ccccc1)NCC(=O)NC(Cc1c[nH]c2ccccc12)C(=O)O (stereo not given)	i	0.8
CCC1OC(C(C)C)Cc2[nH][nH]c(=O)c21 (stereo not given)	i	1.0
COc1ccc([C@H]2CC(=O)C[C@@H](CCn3cc(-c4ccccc4)nn3)O2)cc1	i	2.3
COc1ccccc1CNC(=O)CN1C(=O)NC(Cc2ccccc2)(c2ccccc2)C1=O (stereo not given)	i	1.4
Cc1cc(=O)[nH]c2[nH][nH]c(=O)c12	i	0.4
CC1(C(=O)NS(=O)(=O)c2ccccc2)CCN1C(=O)CC1CCCCC1 (stereo not given)	i	0.8
CN(C)C(=O)CCc1ccc2c3c([nH]c2c1)[C@]1(CCC2CCCC2)[C@@H](C(=O)N2CCOCC2)C[C@H](CC(=O)NC(C)(C)C)C(=O)N1CC3	i	1.9
CC[C@H](C)[C@@H]1OC(=O)[C@@H](C)[C@@H](CC)NC(=O)[C@H](C)N(C)C(=O)C(C)(C)C(=O)C(C)NC(=O)[C@H](Cc2ccccc2)N(C)C(=O)[C@H](C(C)C)N(C)C(=O)CNC(=O)[C@H](CC(C)C)N(C)C(=O)CNC1=O (stereo not given in full)	u	x
COc1ccc(CN2CCC[C@]3(N[C@H](c4ccc(C)cc4)[C@@H]4C(=O)N(Cc5ccccc5)C(=O)[C@@H]43)C2=O)cc1	i	3.8
C=CCN1CCS(=O)(=O)N(Cc2ccccc2)[C@@H](C(C)C)C1=O	i	0.6
Cc1ccc(CN2C(=O)c3ccccc3C2c2nnnn2-c2c(C)cccc2C)cc1 (stereo not given)	i	0.9
CCCCn1c(SCC(=O)NNC(=O)c2ccccc2)n[nH]c1=O	i	0.1
O=C(Nc1ccc2c(c1)OCO2)c1cc(C2CCCCN2C(=O)c2ccc(Cl)cc2)on1 (stereo not given)	i	2.3
C=CCn1c(SCC(=O)c2c(N)n(C)c(=O)n(C)c2=O)nnc1-c1ccoc1C	i	0.7
C=CCN1C=C(C(C)=O)C(=O)CC1	i	0.7
C=CCN1CCC(=O)C(C(=O)OCC)=C1C(=O)OCC	i	1.6
CC1(C)c2ccccc2C(=O)c2ccccc21	u	x
C[C@H](CO)N1C[C@H](C)[C@@H](CN(C)C(=O)Nc2ccc(C(F)(F)F)cc2)Oc2c(NC(=O)CCC(F)(F)F)cccc2C1=O	i	2.1
O=C(Nc1cc(Cl)ccc1Cl)P(=O)(O)c1ccccc1	i	0.9
CN(C)CCCNC(=S)N1CCC(C(=O)c2ccc(Cl)cc2)CC1	i	0.5
O=C(CN1C(=O)NC2(CCOc3ccccc32)C1=O)c1ccc(Cl)s1 (stereo not given)	i	0.4
O=C(Cc1ccccc1F)NNC(=O)c1cccs1	i	1.2
Cc1noc(C)c1C(=O)OC(C)C(=O)Nc1ccc([N+](=O)[O-])cc1C(F)(F)F (stereo not given)	i	0.9

Structure	Myeloid diff MLP	Myeloid diff MLP GFP+ MAC1+ %
CCCCCNC(=O)C(c1ccncc1)n1c(=O)c(-c2ccco2)nc2ccccc21 (stereo not given)	i	1.5
N#Cc1ccc(N[C@@H]2CCN3C(=O)c4ccccc4[C@@H]3C[C@H]2O)cc1	+	4.6*
COc1ccc(CNC(=O)C[C@H]2C[C@H](C(=O)N3CCCCC3)[C@@]3(C)c4[nH]c5ccc(Cl)cc5c4CCN3C2=O)cc1OC	i	0.4
CCNC(=O)C1(C)CCN(C(=O)c2ccc3c(c2)CCO3)C1 (stereo not given)	i	0.5
CN(C)CCCNc1oc(-c2ccc(Cl)cc2)nc1S(=O)(=O)c1ccccc1	i	0.9
Cc1ccc(NC(=O)CSc2nc(C)c(C)c(C)n2)cc1S(=O)(=O)N1CCOCC1	i	0.8
CCN(C(=O)COC(=O)CCS(=O)(=O)c1ccccc1)c1c(N)n(Cc2ccccc2)c(=O)[nH]c1=O	i	0.8
COCCCNC(=O)c1cccc2c(-c3cccc(C(N)=O)c3)coc12	i	2.1
Cc1cc(C)n(C(N)=NC(=O)c2ccccc2)n1	i	1.6
O=C(C(=O)N(Cc1ccccc1)Cc1ccccc1)c1c(-c2ccccc2)[nH]c2ccccc12	i	1.6
O=C(CNC(=O)c1ccc(F)cc1)NCc1ccc(S(=O)(=O)N2CCOCC2)cc1	i	0.9
COc1cccc(-c2cnc(C(O)c3cccc(C)c3C)[nH]2)c1 (stereo not given)	i	1.2
COCCNc1nc(NCc2ccccc2F)c2sccc2n1	i	1.0
COc1cc(C(=O)N2CCN(c3cccc(Cl)c3)CC2)ccc1OCC(=O)N1CCOCC1	i	1.3
CCOC(=O)C1CCCN(C(=O)c2ccccc2OC(F)(F)F)CC1 (stereo not given)	i	2.9
O=C(c1ccc(Cl)cc1Cl)N1CCOCC1	i	1.9
O=C(NCCN1CCC(n2c(=O)[nH]c3ccccc32)CC1)c1ccc(C(F)(F)F)cc1C(F)(F)F	i	0.9
CC1=CC(=O)C(C(C)=Nc2ccccc2[N+](=O)[O-])C(=O)O1 (stereo not given)	i	1.4
COc1ccccc1C(=O)OCC(=O)Nc1cccc(S(=O)(=O)NC2=NCCCCC2)c1	i	1.4
COc1cc(CN(C)C(=O)C(=O)c2c[nH]c3ccccc23)ccc1O	i	1.1
CCCCN(C(=O)c1cccc(N2C(=O)c3ccccc3C2=O)c1)c1c(N)n(CCCC)c(=O)[nH]c1=O	i	0.3
C[C@@H]1CN([C@H](C)CO)C(=O)CCCn2nncc2CO[C@@H]1CN(C)S(=O)(=O)c1ccccc1C#N	i	1.7
CC(=O)Nc1cccc(NC(=O)NC2CC(=O)N(c3ccc4c(c3)OCCO4)C2)c1 (stereo not given)	i	0.3
C#CCN(C(=O)C1CCC(=O)N(CCc2cccc(F)c2)C1)C1CCCCC1 (stereo not given)	i	0.3
CN(C)CCCNC(=O)c1ccc(-c2cc3nc(NCc4cccnc4)n(C)c(=O)c3s2)cc1	i	0.3

Nothing new here: an excerpt of the list.
Structure	Myeloid diff MLP	Myeloid diff MLP GFP+ MAC1+ %
CCNC(=O)C1(C)CCN(C(=O)c2ccc3c(c2)CCO3)C1 (stereo not given)	i	0.5
CN(C)CCCNc1oc(-c2ccc(Cl)cc2)nc1S(=O)(=O)c1ccccc1	i	0.9
Cc1ccc(NC(=O)CSc2nc(C)c(C)c(C)n2)cc1S(=O)(=O)N1CCOCC1	i	0.8
CCN(C(=O)COC(=O)CCS(=O)(=O)c1ccccc1)c1c(N)n(Cc2ccccc2)c(=O)[nH]c1=O	i	0.8

Full records from above.
O=C(Nc1cc(Cl)ccc1Cl)P(=O)(O)c1ccccc1 in the list: Myeloid diff MLP = i; Myeloid diff MLP GFP+ MAC1+ % = 0.9
CCNC(=O)C1(C)CCN(C(=O)c2ccc3c(c2)CCO3)C1 (stereo not given) in the list: Myeloid diff MLP = i; Myeloid diff MLP GFP+ MAC1+ % = 0.5
N#Cc1ccc(N[C@@H]2CCN3C(=O)c4ccccc4[C@@H]3C[C@H]2O)cc1 in the list: Myeloid diff MLP = +; Myeloid diff MLP GFP+ MAC1+ % = 4.6*

More entries.
Values in the order – Myeloid diff MLP	Myeloid diff MLP GFP+ MAC1+ %
CCCCCCN1CCN(C2CN(Cc3cn(Cc4ccc(F)cc4)nn3)S(=O)(=O)C2)CC1 (stereo not given)
    i	0.6
Cc1ccc(-c2nc3c(c(SCC(=O)N4CCCC4)n2)COC(C)(C)C3)cc1
    i	0.8
COc1ccc(NC(=O)CN(C)C(=O)c2ccc3ccccc3n2)cc1
    i	0.8
CN(C)CCNc1ncnc2c1ncn2[C@H]1CN(CCc2ccccc2)C[C@@H](CO)O1
    i	1.1
Cc1ccc(Nc2c(O)nc[nH]c2=O)cc1C
    i	1.1
CC(C)(c1ccc(O)cc1)c1ccc(O)c(C(=O)O)c1
    i	0.3
CC(C)CC(N)c1csc(NC(=O)c2cc(C(C)(C)C)nn2Cc2ccccc2)n1 (stereo not given)
    i	3.5
O=C1CN(C(=O)COC(=O)CCS(=O)(=O)c2ccccc2)c2ccccc2N1
    i	0.6
CC[C@]12c3[nH]c4ccccc4c3CCN1C(=O)C(CC(=O)NCCc1ccccn1)C[C@@H]2C(=O)N1CCN(C(=O)C2CC2)CC1 (stereo not given in full)
    i	0.8
CCc1nc(C)cn1S(=O)(=O)c1ccc2c(c1)OCCO2
    i	0.7
O=C(CSc1ccc2c(c1)OCCO2)Nc1ccccc1
    i	0.7
COc1ccc(NC(=O)C2(C)CCN2C)cc1OC (stereo not given)
    i	1.2
CC1CCCN(CCCNC(=O)c2ccc3c(c2)N(Cc2cccc(Cl)c2)C(=O)c2ccccc2S3=O)C1 (stereo not given)
    i	1.5
COC(=O)Cn1c2ccccc2c(=O)n1C(C)CBr (stereo not given)
    i	2.4
Cc1ccc(C(=O)N[C@H](C(=O)NC2CCCCC2)C(C)C)cc1
    i	0.6

Values in the order – Myeloid diff MLP	Myeloid diff MLP GFP+ MAC1+ %
COc1ccc(O)cc1
    i	5.0
CCCSc1ccc([C@@H]2[C@H]3C(=O)N(C)C(=O)[C@H]3[C@]3(C(=O)OC)CCCN23)cc1OC
    i	2.3
O=C(O)c1ccccc1C(=O)c1cccc2c(Br)cccc12
    i	0.9
C[C@@H]1C(c2cccc(Cl)c2)=NN(c2ccc(Br)cc2)[C@H]1C(=O)N1CCOC1=O
    i	0.8
O=C(NCC1CCCO1)c1ccc(Cl)c(NS(=O)(=O)c2ccc(F)cc2)c1 (stereo not given)
    i	0.7
Oc1ccc(C[C@H]2CN([C@@H](Cc3ccccc3)CN3CCCC3CN3C(=S)NC[C@@H]3Cc3ccccc3)C(=S)N2CC2CCCCC2)cc1 (stereo not given in full)
    i	0.6
CCCCC[C@H](C)N1C[C@H](COCc2ccccc2)Oc2cc(N3CCC[C@H]3COC)ccc2S1(=O)=O
    i	0.5
Cc1cc2c(cc1C)-n1nnnc1C(N(C)CCc1ccccc1)C(=O)N2 (stereo not given)
    i	2.1
Nc1ccn([C@@H]2O[C@H](CNCc3ccc(N4CCNCC4)cc3)[C@@H](O)[C@H]2O)c(=O)n1
    i	0.3
Cc1ccc(S(=O)(=O)NCC2CCC(C(=O)NCCCN3CCC(C)CC3)CC2)cc1 (stereo not given)
    i	1.0
CCc1ccc2c(c1)NC(=O)C2(C)Cc1ccccc1Cl (stereo not given)
    i	0.4
CN(C1=NS(=O)(=O)c2ccccc21)c1ccc(OC(=O)c2ccccc2F)cc1
    i	0.9
O=C(CN1CCN(C(=O)C2CCC2)CC1)Nc1ccc(F)cc1
    i	0.8
C#CCOCCOCCOCCNc1nc(N2CCN(C(=O)[C@H](CCCCN)n3cc([C@@H](N)CO)nn3)CC2)nc(N2CCN(C(=O)[C@H](CCCCN)n3cc([C@@H](N)CC(C)C)nn3)CC2)n1
    i	1.4
Cc1cc(C(c2cc(C)c(N)c(C)c2)c2ccco2)cc(C)c1N
    i	0.6

Values in the order – Myeloid diff MLP	Myeloid diff MLP GFP+ MAC1+ %
O=C(O)C1(C(=O)O)CCCC1
    i	1.2
COc1ccc(C(N)c2csc(Nc3ccc(C(=O)c4ccccc4)cc3)n2)cc1 (stereo not given)
    i	1.6
CCCCCCN1C[C@@H](n2cc(COC(=O)c3ccccc3)nn2)[C@H](O)C[C@@H]1c1ccc(C)cc1
    i	0.7
COc1cc(CN(C(C)=O)c2ccccc2C(=O)O)ccc1[N+](=O)[O-]
    i	1.0
CCCCN1CC(=O)N2[C@@H]3c4cc(OC)ccc4OC[C@@H]3[C@H](C(=O)OCC)[C@]2(C)C1=O
    i	0.6
c1ccc(CN2CCC3CC2c2cc(N4CCCCC4)ccc23)cc1 (stereo not given)
    i	1.0
Cc1ccc(S(=O)(=O)N2CCCCC2)cc1NC(=O)Cc1cccs1
    i	1.2
COc1ccc(NC(=O)c2cc(-c3ccc(F)cc3OC)n[nH]2)c(OC)c1
    i	0.6
Cc1ccc(C)c2c1CCC(=Cc1ccccc1[N+](=O)[O-])C2=O
    i	0.8
Nc1ccc2ccccc2c1C(=O)c1ccccc1
    u	x
O=C(/C=C/c1cccc(Cl)c1Cl)OCC(=O)N1CCOCC1
    i	1.9
Cn1cnc2c(ncn2C2OC(CO)C(O)C2O)c1=S (stereo not given)
    i	1.0
Cc1cc(C)nc(NNS(=O)(=O)c2ccc(Cl)cc2)n1
    i	1.1
COc1ccc(C(=O)N(C)CCOc2ccc(Cl)cc2)cc1S(=O)(=O)N1CCCC1
    i	0.4
COc1ccccc1NC(=O)Nc1nc(C(N)CCc2ccccc2)cs1 (stereo not given)
    i	1.1

Values in the order – Myeloid diff MLP	Myeloid diff MLP GFP+ MAC1+ %
O=C(C1CCCCC1)N1C[C@@H](n2cc(-c3ccc(F)cc3)nn2)[C@H](O)C[C@@H]1c1ccccc1
    i	1.4
Cc1ccc(NC(=O)CCN2C(=O)NC3(CCCC3)C2=O)cc1
    i	0.6
C[C@H](CO)N1C[C@H](C)[C@@H](CN(C)S(=O)(=O)c2cn(C)cn2)Oc2ccc(NC(=O)Cn3cnnn3)cc2C1=O
    i	1.8
O=C(O)c1ccc(-n2ncc(Cl)c(Cl)c2=O)cc1
    i	0.8
CCOC(=O)c1c(C)[nH]c(/C(C)=N/NC(=O)c2cccnc2)c1C
    i	0.5
O=C(Cn1cc(COc2ccccc2C(F)(F)F)nn1)c1ccc(O)cc1
    i	0.5
CC(C)C[C@H]1CN([C@@H](Cc2ccccc2)CN2CCC[C@@H]2CN2C(=O)C(=O)NC[C@@H]2Cc2ccccc2)C(=O)C(=O)N1CC1CCCCC1
    i	1.4
Cc1ccc(S(=O)(=O)N2[C@@H](c3cccc(Cl)c3)C(C(=O)OC(C)(C)C)=CC[C@H]2c2cccc(Cl)c2)cc1
    i	0.9
